# Bioassay records as filed in PubChem BioAssay.
# IL2 activator – activators of IL-2 | IL-2 activation reporter assay, cell-based qHTS; stimulated with anti-CD3/CD4/CD28 beads; in transgenic mouse T cells | activation, % (series mostly up to about 46 µM) | 0.065% of 360,000 active | AID 652025; in the data active = activation above about 50%; inconclusive = mostly about 30% to 49%; also: 0% is about no effect
#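 First, unstimulated transgenic mouse T cells were exposed to compound for 60 min. Next, anti-CD3/anti-CD4-coated beads with anti-CD28 were added. Finally, after 18 h at 37 degrees C, EGFP and DsRed were imaged.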
# ATXN2 expr inh – reduces ATXN2 reporter expression in HEK-293 cells | HEK-293 ATXN2-luciferase reporter, luminescence, 24 h | Potency, µM (highest dose often 57 µM), inactives show at the highest dose activity change, negative = inhibition, most hits filed as inhibitors | 0.72% of 360,000 active; also: potency is read from the fitted curve at half-maximal effect; % is scaled to controls: 0 for no effect and ±100 for the full control effect; nearly all actives have a fitted effect of over 55% in size
#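 ATXN2-luciferase reporter cells (luciferase flanked by upstream and downstream ATXN2 gene portions) were treated 24 h at 37 °C with compounds at up to 57 uM. SteadyGlo luminescence gave expression; GF-AFC fluorescence gave viability.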
# TGFb SMAD3 inh – TGF-b pathway inhibition | 1.2% of 410,000 active | Potency, µM (titrated, usually from 46.1 µM), without a hit: top-dose activity, negative = inhibition, most hits filed as inhibitors | AID 588855 | HepG2 CAGA-GFP TGF-b/SMAD3 reporter, GFP fluorescence, 18 h; TGF-beta stimulated, 500 pg/mL final; also: potency is read from the fitted curve at half-maximal effect; % is scaled to controls: 0 for no effect and ±100 for the full control effect; nearly all actives have a fitted effect of over 65% in size
#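 HEPG2 CAGA-GFP, 1000 cells/well; 2 h settle, 37 C; cpd via pin tool; TGF-b 500 pg/mL final; 18 h, 37 C; GFP imaging ex488/em500-530; %Activity normalised to -TGF-b and +DMSO controls; CRC fit, curve class.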
# A549 tox – counter-screen for Nrf2 inhibitors: cytotoxicity in A549 cells; AID 504648; A549 ARE-Fluc cells, CellTiter-Fluor viability, 18-24 h; Potency, µM (series often up to 46 µM), for inactives: at the highest dose activity change, negative = cytotoxicity, most hits filed as inhibitors; 0.16% of 390,000 active; also: potency is read from the fitted curve at half-maximal effect; % is scaled to controls: 0 for no effect and ±100 for the full control effect
#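 A549 ARE_Fluc cells in 5% FBS OPTI-MEM were exposed to compounds in concentration-response for 18-24 h at 37 deg C. Viability was read by CellTiter-Fluor fluorescence (Ex 405/Em 525) after 30 min, before the luciferase read.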
# Nrf2 inh – Nrf2 pathway inhibition; A549 ARE-Fluc reporter, luciferase luminescence, 18-24 h; Potency, µM (top dose mostly 46 µM), inactives show top-dose activity change, negative = inhibition, usual class: inhibitors; 2.1% of 360,000 active; also: potency is read from the fitted curve at half-maximal effect; % is scaled to controls: 0 for no effect and ±100 for the full control effect; nearly all actives have a fitted effect of over 60% in size
#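 Reporter: ARE-Fluc in A549. Exposure: 18-24 h, 37 °C, 5% CO2, 5% FBS OPTI-MEM. Readouts: fluorescent cytotoxicity (CellTiter-Fluor), then luminescent Nrf2 signal after BugLite.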
# EPAC2 ag – EPAC2 (human) agonism; 0.079% of 360,000 active; Q8WZA2; EPAC2 activation, biochemical qHTS; response scale: 100% = 6.5 mM cAMP response; Potency, µM (top dose mostly 154 µM), without a hit: at the top dose activation, hits mostly activators; also: potency is read from the fitted curve at half-maximal effect; nearly all actives have a fitted effect of over 50% in size
# Target sequence (Q8WZA2 whole entry, looked up): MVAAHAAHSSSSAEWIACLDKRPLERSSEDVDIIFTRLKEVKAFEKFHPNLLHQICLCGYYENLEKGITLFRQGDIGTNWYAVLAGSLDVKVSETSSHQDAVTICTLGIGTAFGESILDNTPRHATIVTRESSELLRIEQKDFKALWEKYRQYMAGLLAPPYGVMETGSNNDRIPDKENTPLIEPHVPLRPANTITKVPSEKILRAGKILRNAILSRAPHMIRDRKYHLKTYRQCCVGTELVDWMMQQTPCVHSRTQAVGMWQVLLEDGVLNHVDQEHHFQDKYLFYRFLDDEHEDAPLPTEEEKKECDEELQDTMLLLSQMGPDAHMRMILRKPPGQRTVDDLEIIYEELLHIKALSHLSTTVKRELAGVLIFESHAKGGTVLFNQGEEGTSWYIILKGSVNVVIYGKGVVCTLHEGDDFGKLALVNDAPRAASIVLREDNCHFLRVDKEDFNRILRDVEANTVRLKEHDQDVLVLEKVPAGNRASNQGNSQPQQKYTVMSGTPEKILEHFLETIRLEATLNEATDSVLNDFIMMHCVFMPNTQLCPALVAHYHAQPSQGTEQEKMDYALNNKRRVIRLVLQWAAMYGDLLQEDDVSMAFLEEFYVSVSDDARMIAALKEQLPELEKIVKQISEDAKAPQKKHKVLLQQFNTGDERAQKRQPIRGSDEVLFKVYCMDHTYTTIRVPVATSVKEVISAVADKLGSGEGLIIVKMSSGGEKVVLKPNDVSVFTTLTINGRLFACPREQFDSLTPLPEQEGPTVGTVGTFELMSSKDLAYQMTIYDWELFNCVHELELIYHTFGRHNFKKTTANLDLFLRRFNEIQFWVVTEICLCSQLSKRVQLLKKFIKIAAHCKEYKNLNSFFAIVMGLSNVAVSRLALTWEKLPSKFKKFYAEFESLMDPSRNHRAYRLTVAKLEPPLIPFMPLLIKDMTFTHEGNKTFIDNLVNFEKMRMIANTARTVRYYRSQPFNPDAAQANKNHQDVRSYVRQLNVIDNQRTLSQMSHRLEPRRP
#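 Compounds were titrated in qHTS against a Rap1B-BODIPY-GDP (250 nM) complex with EPAC2 (100 nM) and GDP (50 uM). BODIPY-GDP release tracked at 480/540 nm over 30 min at room temperature, normalized to 6.5 mM cAMP.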
# Nrf2 activator – activates Nrf2 signaling. AREc32 ARE-luciferase reporter (MCF7-derived line), luminescence, 24 h. Potency, µM (series often up to 46.1 µM), without a hit: at the highest dose activation, usual class: activators. 0.31% of 410,000 active; also: potency is read from the fitted curve at half-maximal effect; % of control where 0% means no effect; nearly all actives have a fitted effect of over 65% in size
#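 For detection, Steady-Glo was added and plates sat 30 min at RT; before that, AREc32_Fluc cells grown overnight in OPTI-MEM/5% FBS had been treated with 23 nL compound for 24 hr at 37 deg C.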
# HepG2 viability – kills HepG2 cells in TGF-b inhibitor counter-screen; 0.76% of 410,000 active; HepG2 CAGA-GFP viability, ATP luminescence, 18 h; Potency, µM (highest dose often 46.1 µM), inactives show at the highest dose activity change, negative = cytotoxicity, actives largely listed as cytotoxic; also: potency is read from the fitted curve at half-maximal effect; some results filed as inactive show a strong effect at the top dose
#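 HepG2 CAGA-GFP cells (1000/well, DMEM with 1% FBS) received compound, then TGF-beta at 500 pg/mL final, and were incubated 18 hours at 37 degrees C. Viability was read by CellTiter-Glo luminescence. Media-only wells were set as complete cell-killing and DMSO as no toxicity.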
# ATXN viability – cell viability loss in ATXN counter-screen; 0.49% of 400,000 active; Potency, µM (series often up to 56.7 µM), most hits filed as cytotoxic; AID 651635; S2 cells (HEK-293 line with an ATXN2-luciferase reporter) viability, CellTiter-Fluor protease fluorescence, 24 h; also: potency is read from the fitted curve at half-maximal effect; nearly all actives have a fitted effect of over 40% in size
# * hit, by the source's call; i = inactive; ? = inconclusive; / = not tested or not shown; [ ] = remark or other dose. Unless noted, calls follow the shape of the dose curve; as a rule, active = well fitted curve in the direction sought with a large enough effect; inconclusive = small, poorly fitted or top-dose-only effect, or another doubt; inactive = no such curve, though single readings can be large; an effect the other way counts as inactive or inconclusive.
# Each structure is followed by: IL2 activator	ATXN2 expr inh	TGFb SMAD3 inh	A549 tox	Nrf2 inh	EPAC2 ag	Nrf2 activator	HepG2 viability	ATXN viability
COc1ccc(S(=O)(=O)N2CCN(C(=O)c3ccc(NC(C)=O)cc3)CC2)cc1
    0.4	3%	-4%	-1%	2%	-5%	0.4%	0%	i
CC(C)(C)c1nnc(N/N=C/c2ccccc2O)n(N)c1=O
    0.8	?	-2%	?	?	-1%	0.4%	-21%	i
O=C(Nc1ccccc1Sc1ccccc1)c1ccc(F)cc1
    -1.5	3%	-2%	12%	-11%	23%	-0.3%	2%	i
c1ccc(-c2cc(N3CCOCC3)nc(-c3ccccc3)n2)cc1
    -2.1	-5%	11%	4%	?	9%	1.8%	-49%	i
COc1ccc(-n2nc(C(=O)N3CCCC(C)C3)c3c4ccccc4n(C)c3c2=O)cc1Cl (configuration not stated)
    /	/	-8%	-6%	4%	/	6.8%	3%	/
COc1ccccc1CCNC(=O)C(=O)c1cn(CC(=O)N2CCCC2)c2ccccc12
    -5.7	5%	16%	-6%	5%	18%	4.6%	-7%	i
O=C(CSc1nnc(C2COc3ccccc3O2)o1)N1CCCCC1 (configuration not stated)
    -4.4	31%[activator]	10%	28%	21%	4%	0.2%	-15%	i
CC(=O)Nc1c(C)nn(-c2ccccc2)c1N1CCC(C(=O)NCc2cccc(Cl)c2)CC1
    /	/	-19%	-1%	/	/	0.2%	3%	/
O=C(Nc1nccs1)C1CC(=O)N(Cc2ccco2)C1 (configuration not stated)
    0.6	-3%	-14%	-4%	5%	12%	-0.2%	-5%	?
CCOC(=O)c1[nH]c2ccccc2c1NC(=O)c1cc(OCC)c(OCC)c(OCC)c1
    /	-21%	-24%	0%	2%[9.27 µM]	/	0.4%	-22%	i
CCOc1ccc(CCN2C(=S)N([C@@H](CC(C)C)CN3CCCC3CN3C(=S)NC[C@@H]3Cc3ccc(O)cc3)C[C@@H]2CC(C)C)cc1 (some centres not stated)
    -0.8	-26%	4.5µM*	-14%	?	1%	-0.6%	-4%	?
CCC(=O)c1ccc(OC(=O)C2CCN(C3=NS(=O)(=O)c4ccccc43)CC2)cc1
    -0.3	-11%	-6%	6%	-5%	2%	0.5%	-12%	i
Cc1cccc2cc(C(c3nnnn3C3CCCC3)N3CCOCC3)c(=O)[nH]c12 (configuration not stated)
    0.4	-8%	0%	-5%	3%	5%	0.4%	-13%	i
NS(=O)(=O)c1ccccc1NC(=O)c1c(O)c2ccccc2[nH]c1=O
    -3.3	71%[activator]	24%	-4%	?	8%	1.0%	11%	i
Cc1ccc(-c2noc(C(C)NC(=O)c3ccco3)n2)cc1 (configuration not stated)
    /	-28%	?	-4%	?	/	7.2%	-6%	?
CCOc1ccc(CN2CCN(Cc3cccn3-c3nccs3)CC2CCO)cc1 (configuration not stated)
    -3.4	-15%	?	-6%	1%	0%	-0.3%	-16%	i
COc1cc([N+](=O)[O-])ccc1NC(=O)COC(=O)c1ccc(NC(N)=O)cc1
    0.3	0%	-16%	2%	-1%	9%	0.3%	-7%	i
CCC(C)[C@@H](N)C(=O)N/N=C/c1ccc2ncccc2c1 (some centres not stated)
    -0.1	6%	-29%	1%	-5%	3%	0.1%	-16%	i
COc1ccc(NC(=O)N(C)C[C@@H]2OCc3cn(nn3)CCCC(=O)N([C@H](C)CO)C[C@H]2C)c(OC)c1
    -3.7	-1%	-1%	/	/	3%	-0.1%	-2%	i
C[C@@H](O)CNC(=O)c1[nH]cnc1C(=O)Nc1cccc(Cl)c1
    -2.2	4%	-6%	/	/	11%	-0.3%	-2%	i

# Compounds shown so far containing a Cl atom (three):
# Each structure is followed by: IL2 activator	ATXN2 expr inh	TGFb SMAD3 inh	A549 tox	Nrf2 inh	EPAC2 ag	Nrf2 activator	HepG2 viability	ATXN viability
COc1ccc(-n2nc(C(=O)N3CCCC(C)C3)c3c4ccccc4n(C)c3c2=O)cc1Cl (configuration not stated)
    /	/	-8%	-6%	4%	/	6.8%	3%	/
CC(=O)Nc1c(C)nn(-c2ccccc2)c1N1CCC(C(=O)NCc2cccc(Cl)c2)CC1
    /	/	-19%	-1%	/	/	0.2%	3%	/
C[C@@H](O)CNC(=O)c1[nH]cnc1C(=O)Nc1cccc(Cl)c1
    -2.2	4%	-6%	/	/	11%	-0.3%	-2%	i

# (list continues)
# Each structure is followed by: IL2 activator	ATXN2 expr inh	TGFb SMAD3 inh	A549 tox	Nrf2 inh	EPAC2 ag	Nrf2 activator	HepG2 viability	ATXN viability
C[C@]12c3[nH]c4cc(-c5ccco5)ccc4c3CCN1C(=O)[C@@H](CC(=O)NCCc1ccccn1)C[C@@H]2C(=O)N1CCOCC1
    0.7	10%	-12%	1%	-2%	4%	4.5%	1%	i
FC(F)(F)c1cccc(Sc2cc(C(F)(F)F)nc(-c3ccccn3)n2)c1
    -3.7	?	-8%	2%	-7%	-11%	4.4%	-1%	i
CCCOc1cccc(-c2cc(C(=O)NNC(=S)NCC)c3ccccc3n2)c1
    -4.0	31%	-26%	-14%	?	-3%	6.3%	-16%	?
CCOc1ccc(C(=O)CCC(=O)O)cc1
    0.4	4%	-6%	15%	19%	-1%	0.1%	-1%	i
Cc1ccc(CS(=O)Cc2ccc(C(=O)NCc3ccc4c(c3)OCO4)o2)cc1 (configuration not stated)
    -1.8	1%	-22%	1%	-10%	-2%	-0.1%	-24%	i
COc1ccc(C2(N3CCN(c4cc(C)ccc4C)CC3)C(=O)c3ccccc3C2=O)cc1
    /	-4%	-21%	-4%	10%	/	0.4%	-2%	i
Nc1nonc1-n1nnc(C(=O)N/N=C/C=C/c2ccccc2)c1CSC1=NCCS1
    -0.8	-12%	?	-26%	?	16%	22%	14%	?
COc1ccccc1N1CCN(C(=O)c2ccc3c(c2)CCN3S(C)(=O)=O)CC1
    -4.2	12%	5%	11%	10%	-3%	-0.1%	-3%	i
CCc1sc(C(=O)NC2CCN(C)CC2)cc1Br
    -0.6	3%	4%	15%	?	4%	4.3%	-6%	i
Cc1c(C)c2cc(Cl)c(OCc3nn[nH]n3)cc2oc1=O
    0.6	-6%	-4%	3%	-4%	10%	0.3%	-3%	i
Cc1ccc(-n2nc3c(c2NC(=O)c2ccc4c(c2)OCO4)CS(=O)C3)cc1 (configuration not stated)
    -0.3	5%	-5%	-13%	-7%	4%	0.3%	-3%	?
COc1ccc(NC(=O)c2cccc(NC(=O)c3ccccc3)c2)cc1
    -0.5	3%	-11%	4%	-1%	6%	7.0%	-24%	i
C=CCSc1ncc(C#N)c(N)n1
    1.5	12%	5%	-14%	-18%	5%	2.3%	-7%	i
CCNC(=O)c1sccc1-n1cccc1
    -2.2	-8%	5%	4%	4%	4%	0.4%	3%	i
CC(=O)c1cc(CN2CCCCC2)cc(OC(C)C)c1
    0.3	/	-1%	-2%	-14%	-7%	-1.2%	2%	i
O=C(CSC1=Nc2ccccc2N=C(c2ccc(F)cc2)C1)NCc1ccccc1
    /	5%	-16%	8%	/	/	9.6%	-9%	i
COc1ccc(CNC(=O)C2CCN(S(=O)(=O)c3ccc(N4CCCC4=O)cc3)CC2)cc1
    -3.4	/	-5%	/	/	-5%	-0.1%	3%	i
COc1cc2c(cc1OC)C(C)N(C(=O)c1cccs1)CC2 (configuration not stated)
    2.0	7%	-8%	-2%	-20%	7%	-0.1%	3%	i
O=C(Cn1c(=O)n(Cc2ccccc2)c(=O)c2sc3ccccc3c21)Nc1ccc(F)cc1
    /	-3%	-20%	-5%	-25%	/	0.5%	-2%	i
CCOc1ccc(-c2nc(CCl)cs2)cc1OC
    -4.0	16%	-20%	6%	20%	3%	7.2%	4%	?

# Each structure is followed by: IL2 activator	ATXN2 expr inh	TGFb SMAD3 inh	A549 tox	Nrf2 inh	EPAC2 ag	Nrf2 activator	HepG2 viability	ATXN viability
CC(C)CN=C(NS(=O)(=O)c1ccccc1)C(Cl)(Cl)Cl
    1.2	?	?	?	-17%	7%	-1.9%	11µM*	?
Cc1cccc(C(=O)OCc2cc(=O)n3nc(-c4cccs4)sc3n2)c1
    /	11%	-16%	0%	?	/	16%	-13%	i
O=C1c2ccccc2-c2c1cccc2C(=O)N1CCCCCC1
    -1.6	6%	-15%	2%	?	-8%	0.0%	1%	i
CCOc1ccc(S(=O)(=O)N2CCC(C(=O)NCc3ccncc3)CC2)cc1C
    0.0	-20%	3%	0%	0%	-1%	-0.7%	3%	i
CCOC(=O)c1sc2ccccc2c1S(=O)(=O)Nc1cccc(C(F)(F)F)c1
    /	0%	?	?	?	/	-0.8%	-29%	i
Cc1cc(C)cc(CC(=O)N2CCC2(C)C(=O)NS(=O)(=O)c2ccccc2C)c1 (configuration not stated)
    0.1	11%	-24%	/	/	1%	-0.4%	1%	i
Cc1cccc(-n2c(SCC(=O)Nc3nonc3C)nnc2-c2ccoc2C)c1
    -2.7	-17%	-3%	4%	1%	9%	-0.6%	-8%	i
Cc1cccc(-c2ccc3c(c2)C2CC3CCN2)c1 (configuration not stated)
    -0.1	-11%	23%	-1%	?	4%	7.3%	-4%	i
O=C(c1ccccc1)N1CCN(C2CC(=O)N(CCc3ccccc3)C2=O)CC1 (configuration not stated)
    -4.2	-4%	?	0%	-9%	5%	0.2%	-19%	i
COC(=O)Cn1c(=NC(=O)CSCC(=O)NC2CCCCC2)sc2cc(OC)ccc21
    0.8	13%	21%	21%	/	-5%	0.0%	1%	i
O=C(Nc1cccc(O)c1)c1cc(-c2cccs2)on1
    0.2	9%	10%	0%	8%	9%	8.3%	8%	i
CCN(C(=O)C1CCCN1S(=O)(=O)c1cccc2nsnc12)c1ccccc1 (configuration not stated)
    -0.3	/	-12%	-14%	-5%	1%	-0.2%	-9%	i

# Compounds as they come. About 4.3% of those tested had a hit in this group.
